USP17 block: human USP17-like deubiquitinase inhibition; A8MUK1; purified USP17, Ub-rhodamine cleavage fluorescence, 3 h; inhibition, % at 50 µM; 6.5% of 47,000 active
USP7 block: inhibitors of human USP7 deubiquitinase; Q93009; purified USP7, Ub-rhodamine cleavage fluorescence; inhibition, % at 20 µM; 0.3% of 47,000 active
UCHL1 inh: inhibitors of human UCHL1 deubiquitinase | purified UCHL1, Ub-rhodamine cleavage fluorescence | P09936 | inhibition, % at 20 µM | 0.2% of 47,000 active | AID 1645859
Target sequence (P09936 whole entry, looked up): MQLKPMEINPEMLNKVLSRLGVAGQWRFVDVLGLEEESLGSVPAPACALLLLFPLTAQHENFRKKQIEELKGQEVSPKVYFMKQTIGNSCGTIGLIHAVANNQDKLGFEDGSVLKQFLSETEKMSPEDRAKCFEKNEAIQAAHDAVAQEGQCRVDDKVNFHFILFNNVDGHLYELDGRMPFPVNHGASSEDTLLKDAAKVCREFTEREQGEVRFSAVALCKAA
USP8 inh: human USP8 deubiquitinase inhibition; inhibition, % at 20 µM; 4.2% of 47,000 active; purified USP8, Ub-rhodamine cleavage fluorescence, 30 min
OTUD3 block: inhibitors of human OTUD3 deubiquitinase. Q5T2D3. purified OTUD3, Ub-rhodamine fluorescence, 2 h. inhibition, % at 25 µM. 0.7% of 47,000 active
USP28 inh: blocks human USP28 ubiquitin-rhodamine cleavage | 3% of 47,000 active | purified USP28, Ub-rhodamine cleavage fluorescence, 30 min | inhibition, % at 25 µM | Q96RU2
USP30 block: inhibitors of human USP30 deubiquitinase; Q70CQ3; purified USP30, Ub-rhodamine cleavage fluorescence; inhibition, % at 25 µM; 5.3% of 47,000 active; AID 1645860
Target sequence (Q70CQ3 whole entry, looked up): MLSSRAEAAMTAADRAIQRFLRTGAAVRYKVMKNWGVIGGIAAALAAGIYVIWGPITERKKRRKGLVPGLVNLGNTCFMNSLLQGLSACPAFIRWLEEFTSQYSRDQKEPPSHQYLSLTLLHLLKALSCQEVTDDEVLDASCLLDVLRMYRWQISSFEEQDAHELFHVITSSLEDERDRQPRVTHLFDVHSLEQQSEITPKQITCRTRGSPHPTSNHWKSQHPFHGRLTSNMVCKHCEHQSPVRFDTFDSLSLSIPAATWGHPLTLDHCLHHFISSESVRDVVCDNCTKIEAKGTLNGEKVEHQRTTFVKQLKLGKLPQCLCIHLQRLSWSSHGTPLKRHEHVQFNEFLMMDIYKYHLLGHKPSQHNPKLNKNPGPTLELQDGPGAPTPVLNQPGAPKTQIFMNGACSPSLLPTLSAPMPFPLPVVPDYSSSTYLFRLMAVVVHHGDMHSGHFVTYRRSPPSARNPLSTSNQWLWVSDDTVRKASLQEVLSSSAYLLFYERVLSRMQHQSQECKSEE
USP10 inh: blocks human USP10 ubiquitin-rhodamine cleavage; Q14694; purified USP10, Ub-rhodamine fluorescence, 60 min; inhibition, % at 20 µM; 1.1% of 47,000 active
Numbers without * were called inactive; . = no result given. Rule as the data show it: active = inhibition above about 30%; inactive = the rest.

Every second line gives: USP17 block, USP7 block, UCHL1 inh, USP8 inh, OTUD3 block, USP28 inh, USP30 block, USP10 inh
> CN1C(=O)c2cc(NC(=O)c3ccco3)ccc2N2CCN=C12
    1, 1, 0, -45, 0, -5, 2, 0
> CSCC[C@H](NC(=O)N1CCn2c1nc1ccccc12)C(=O)NCc1ccc2c(c1)OCO2
    14, -5, 4, 8, 17, 10, 43*, 8
> O=C(c1cccnn1)N1CCC[C@@]2(C[C@@H](Oc3ccccc3F)CO2)C1
    0, 2, 3, 9, 6, 5, 11, 0
> COc1ccc(N2CCN(Cc3nc4c(c(=O)n(C)c(=O)n4C)n3CCN3CCOCC3)CC2)cc1
    -2, -7, 0, -8, -3, -13, -1, 0
> COCCN1CCn2c(nc3cc(NC(=O)C4CCCCC4)ccc32)C1
    -7, -1, -2, 6, -23, -23, -101, -2
> CCC(=O)Nc1ccc(-c2csc(-c3ccccn3)n2)cc1
    -18, -5, -6, -1, -6, -23, -47, -6
> COCc1nc2c(NC(=O)C3CCCCC3)cccn2n1
    ., 0, 0, 2, -3, -2, 0, -1
> O=C(NCCCN1CCOCC1)c1cc(-c2ccccc2Cl)nc2ccccc12
    -5, 2, 0, -7, 5, 6, 16, 0
> O=C(N1CCC2(CC1)Nc1ccccc1S(=O)(=O)N2)C1(c2ccccc2)CCCC1
    0, -3, 6, 16, -20, 1, -11, 7
> CCN(CC)CCn1c(NC(=O)c2ccc(S(=O)(=O)N3CCOCC3)cc2)nc2ccccc21
    8, 0, 2, 70*, -2, 0, 3, -3
> Cc1ccc(NC(=O)Cn2c(C)ccc(NC(=O)Nc3cccc(C)c3)c2=O)cc1
    -2, 5, -6, 13, -1, -4, -20, 5
> Cc1ccc(NC(=O)C2C3C=CC4(O3)C2C(=O)N(Cc2ccccc2)C4C(=O)NC2CCCCC2)cc1 (stereo not drawn)
    -7, -84, 0, -1, -3, -1, -6, 2
> COc1ccc(-n2nnc(C(=O)Nc3ccc(F)cc3F)c2C)cc1
    27, 3, -1, -5, -1, -1, 13, 6
> CCc1cccc(-n2nnnc2N2CCN(C(=O)Nc3ccc4c(c3)OCCO4)CC2)c1
    ., -20, -4, -38, -13, 9, -30, 0
> Fc1ccccc1-c1nnc([C@H]2CCN(Cc3cccnc3)C2)o1
    -30, 1, 3, 6, -4, -7, -11, -5

(list continues)
Every second line gives: USP17 block, USP7 block, UCHL1 inh, USP8 inh, OTUD3 block, USP28 inh, USP30 block, USP10 inh
> O=[N+]([O-])c1cccc(CNC2CCCc3ccccc32)c1 (stereo not drawn)
    -7, -14, 3, -89, 13, 27, 15, -1
> CC(C)[C@@H](NC(=O)C1CCN(C(=O)[C@H](N)Cc2ccccc2)CC1)C(=O)NCc1ccccc1F
    12, -3, 1, -3, 27, 15, 43*, -5
> C=C[C@]1(C)C[C@@H](O)[C@@]2(C)C3C(=O)CC[C@@]3(CC[C@H]2C)[C@@H](C)[C@@H]1O (stereo partly drawn)
    2, 0, 0, 0, 3, 4, 13, 0
> O=C(Cn1cncc(-c2nc(-c3ccccc3)cs2)c1=O)Nc1ccc(F)cc1F
    15, 2, -6, 41*, 9, -10, -40, 2
> O=C(Cn1cc(-c2nnco2)c2ccccc21)NC1CCCCC1
    1, 0, -1, -3, -1, 0, 0, 3
> O=S(=O)(NCc1ccc2c(c1)OCO2)c1ccc(N2CCOCC2)nc1
    13, -2, -1, -1, 12, 15, 24, 1
> CCn1nccc1C1CCCN1S(=O)(=O)c1ccc(F)cc1 (stereo not drawn)
    9, 4, 0, 0, 5, 2, 16, 0
> CC(C)CN1C[C@@H]2C(=O)N(C)C3(CCN(C(=O)Cc4ccccc4)CC3)[C@@H]2C1
    -13, 0, 2, -21, 4, 4, 0, -1
> Cc1cc(C)cc(-n2c(-c3ccccc3)cn3c4c(=O)n(C)c(=O)n(C)c4nc23)c1
    0, 2, 0, 2, -3, -5, 7, 2
> COc1ccc(C(=O)CC(=O)C(=O)Nc2ccc(F)cc2)cc1
    3, -1, 2, -35, -3, 7, -11, 1
> Cc1ccccc1C(=O)N1CCN(S(=O)(=O)c2c(C)nn(C)c2C)CC1
    -1, 1, -2, -2, 0, 4, 6, 1
> COc1ccc(CN2CCCC(c3cccc(-c4ccc(CO)cc4)n3)C2)cc1 (stereo not drawn)
    -96, 0, 3, 12, 12, 6, 0, 2
> CCc1cc(C(c2ccc(OC)c(OC)c2)N2CCOCC2)c(NC(=O)c2ccccc2)s1 (stereo not drawn)
    16, 12, 12, 8, 6, ., ., 8
> Cc1nc(Cn2cnc(-c3nc(C(=O)N4CCCC4)c4ccccn34)c2)cs1
    -44, -3, -3, -100, -10, -12, -65, -7
> CC(OC(=O)c1cc(S(=O)(=O)N2CCOCC2)ccc1F)C(=O)NC1CCCC1 (stereo not drawn)
    10, 16, 3, 14, 9, 9, 20, 2

New compounds follow
Every second line gives: USP17 block, USP7 block, UCHL1 inh, USP8 inh, OTUD3 block, USP28 inh, USP30 block, USP10 inh
> O=C1[C@@H]2CCCN2c2ncccc2N1Cc1c(F)cccc1Cl
    4, -6, 1, 28, 9, 4, -1, -3
> CNC(=O)N1CC[C@@H]2Oc3ccccc3S(=O)(=O)N(Cc3ccccc3)[C@H]2CC1
    -19, -5, 0, -17, -9, -5, -10, 0
> C=c1nc2c(c(=O)n1-c1cccc(Cl)c1)=C(O)c1ccccc1N2C
    10, -13, -18, -12, -18, -72, -347, -4
> COc1ccc(-c2nc(CNS(=O)(=O)c3ccc(OC)c(OC)c3)cs2)cc1
    3, 1, 4, 16, 4, 4, 11, 0
> Cn1sc(=O)c2ccccc21
    1, -2, -2, 2, 0, -1, 7, 1
> O=C1Nc2ccccc2C2(CCN(C(=O)c3ccccc3)CC2)O1
    0, 2, 1, 11, 2, 8, 1, -2
> O=C(Oc1ccccc1)C1CCN(C2=NS(=O)(=O)c3ccccc32)CC1
    14, 2, 1, 14, 12, 0, 9, 5
> Cc1ccc2c(Nc3ccccc3)c(-c3nc(C)no3)cnc2n1
    -14, -12, -8, -3, -2, 12, -27, -2
> CC(=O)c1cccc(S(=O)(=O)Nc2ccccc2-c2ccccc2)c1
    -17, -8, 0, -7, -6, 3, -34, 3
> COc1ccc(S(=O)(=O)c2nnn3c2nc(Nc2ccccc2)c2ccccc23)cc1
    -2, -5, -7, -2, -30, -52, -13, -7
> CCC(=O)Nc1nc2cc(NC(=O)Nc3cccc(C)c3)ccc2s1
    13, 17, 0, 29, 19, 16, 38*, 23
> O=C1CC(c2nc3ccccc3n2Cc2ccccc2)CN1Cc1ccccc1 (stereo not drawn)
    9, -73, 2, 10, 10, 9, 22, 4
> O=C(NCc1cccc(F)c1)c1ccc(-c2cccnc2)nc1
    -1, 2, 0, 1, 0, 1, 0, 1
> O=C(NC1CC1)C1CCN(c2cnc(N3CCCCC3)nc2)CC1
    -6, 4, 4, -3, -5, -1, -19, -1
> O=C(NCc1cnccn1)c1ccc(N2CCNC(c3ccccc3)C2)nc1 (stereo not drawn)
    3, -4, -4, -30, -37, -36, -192, -1

Profiles, quoted from the list. Order of values: USP17 block	USP7 block	UCHL1 inh	USP8 inh	OTUD3 block	USP28 inh	USP30 block	USP10 inh
Listed for C=c1nc2c(c(=O)n1-c1cccc(Cl)c1)=C(O)c1ccccc1N2C → 10	-13	-18	-12	-18	-72	-347	-4
Listed for COc1ccc(-c2nc(CNS(=O)(=O)c3ccc(OC)c(OC)c3)cs2)cc1 → 3	1	4	16	4	4	11	0

Going on with the list.
Every second line gives: USP17 block, USP7 block, UCHL1 inh, USP8 inh, OTUD3 block, USP28 inh, USP30 block, USP10 inh
> COc1cc2c(cc1OC)C(c1cccs1)N(C(=O)c1ccc3n[nH]nc3c1)CC2 (stereo not drawn)
    -5, 2, 1, 7, -11, -1, -4, 3
> COc1ccc(C(=O)OCC(=O)NC2CCCc3ccccc32)cc1OC (stereo not drawn)
    -8, -1, -1, -9, -9, -21, -44, -4
> O=C(Nc1ccnn1Cc1ccccn1)c1cccnc1Sc1ccccc1
    0, 0, 0, -1, 2, 6, 11, 0
> CN1CCN(c2nc(N3CCCC3)nc3c2cnn3C)CC1
    -2, 2, 1, -152, 0, 1, 2, 1
> C=C1NC(=O)c2c(sc(C(=O)OCC(=O)NCCc3ccc(F)cc3)c2C)N1
    1, 3, -4, -3, -1, 0, 5, 7
> CC1=N[C@@]2(CC[C@@H]3CN(S(=O)(=O)C4CC4)C[C@@H]32)C(=O)N1CC1CC1
    0, 1, 2, -18, 4, 8, 9, 3
> Cc1noc(CCCC(=O)N2CCCC(N3CCNC3=O)C2)n1 (stereo not drawn)
    -4, 0, 1, 1, -7, -13, -1, -1
> Cc1ccc(CNC(=O)CCCc2nnc3c(=O)n(-c4cccc(F)c4)ccn23)cc1
    14, 5, 2, 36*, 15, 7, 5, -3
> N#Cc1ccccc1OCC(=O)NCc1ccc2c(c1)OCO2
    -13, -3, -5, -16, -12, -11, -20, -2
> O=C(Nc1cccc(Cl)c1)C1CCN(S(=O)(=O)c2cccc3cccnc23)CC1
    -6, -74, 5, -14, 4, 24, -25, 1
> COc1cc2c(cc1OC)C(=O)C(CN1CCOCC1)CC2 (stereo not drawn)
    9, 5, 1, 7, 0, 0, 3, -1
> Cc1noc(C)c1CCC(=O)N1CCN(c2ncnc3c2CCC3)CC1
    12, 2, 0, 14, 12, 10, 22, -2
> CN1CCN(C(=O)c2c3c(-c4cccnc4)ncnc3n3ccccc23)CC1
    -168, -122, -148, -23, 9, ., ., -6
> COc1ccc(OCC(O)CNC(=O)c2ccc(C)cc2)cc1 (stereo not drawn)
    18, 2, 1, 7, 5, 22, 25, 0
> O=C(O)c1ccc(OCc2cn3ccccc3n2)cc1
    3, 2, 1, 5, 11, 4, 17, 0

Carrying on.
| mol | USP17 block | USP7 block | UCHL1 inh | USP8 inh | OTUD3 block | USP28 inh | USP30 block | USP10 inh |
| --- | --- | --- | --- | --- | --- | --- | --- | --- |
| O=C(c1cccnc1)N1CCCc2cc(NS(=O)(=O)Cc3ccc(F)cc3)ccc21 | -17 | -3 | -2 | -8 | -7 | 0 | -23 | 0 |
| COc1ccc(OC)c(C(=O)C2C(C(C)=O)N3c4ccccc4C(C)=CC3C23C(=O)Nc2ccccc23)c1 (stereo not drawn) | -139 | -10 | -16 | -14 | -1 | . | . | -4 |
| O=C1CCSc2ccc(Cl)cc2N1Cc1cccc(F)c1 | 18 | -16 | 5 | 8 | 15 | 37* | 34* | 5 |
| COc1ccc(C2CC(=O)N(c3cccc(Cl)c3)C(=O)C2)cc1OC | -1 | -1 | -3 | 1 | -17 | -21 | -28 | 0 |
| CN1C(=O)CO[C@H](c2ccc(NC(=O)c3cccc(F)c3)cc2)[C@H]1CO | 15 | 2 | -2 | 3 | 0 | 3 | 26 | 3 |
| Cn1c(-c2c(N)n(Cc3ccc(Cl)cc3)c3nc4ccccc4nc23)nc2ccccc21 | -13 | -143 | -132 | 57* | -13 | -17 | -52 | -6 |
| CCc1onc(C)c1C1CCCN1S(=O)(=O)c1ccccc1 (stereo not drawn) | -19 | -6 | -3 | -3 | -5 | -10 | -8 | 0 |
| O=c1c2c(ccn1Cc1nc(-c3ccccc3)no1)ccn2CC1CC1 | 23 | 7 | 5 | 4 | 2 | . | . | 4 |
| CC(C)Cn1c(N2CCNCC2)nc2c1c(=O)[nH]c(=O)n2C | 10 | 4 | 0 | 4 | 14 | 14 | 47* | 2 |
| CCc1noc(-c2ccc(-n3cnc(C(=O)N4CCc5ccccc5C4)c3)nc2)n1 | 2 | 2 | -1 | -1 | 2 | 3 | 10 | 0 |
| O=C(CCc1nnc2n(Cc3ccc(F)cc3)c(=O)c3ccccc3n12)NC1CCCCCC1 | 21 | -4 | 2 | 13 | 6 | 5 | -19 | 0 |
| CCOc1cc(-c2noc(-c3ccccc3)n2)ccc1OCC(=O)Nc1ncccc1C | 38* | 10 | 8 | 14 | 12 | 7 | 32* | 3 |
| c1ccc(Sc2nc(-c3ccccc3)ns2)cc1 | 9 | -3 | 1 | 6 | 0 | 7 | 1 | 9 |
| Cc1ccc(-c2[nH]ncc2CN2CCN(c3cccc(C)c3C)CC2)cc1 | -12 | -4 | 5 | -3 | -8 | -11 | -6 | 9 |
| O=C(Cn1cnc2cc3c(cc21)OCCCO3)N1CCCc2ccccc21 | -8 | -10 | -9 | 37* | -15 | -9 | -79 | -4 |
| O=C(Nc1cc(S(=O)(=O)N2CCCC2)ccc1OCC(F)(F)F)c1cccc(Cl)c1 | 17 | -1 | -3 | 1 | -4 | 0 | 2 | 0 |
| CN(c1ccccc1)S(=O)(=O)c1ccc(C(=O)Nc2ccccc2N2CCOCC2)cc1 | 12 | -27 | 5 | 6 | 16 | 16 | 20 | 8 |
| Cc1nc2cc(N3CC(C(=O)Nc4ccc(F)cc4C)CC3=O)ccc2o1 (stereo not drawn) | 63* | 2 | 1 | 22 | 18 | 16 | 76* | 0 |
| O=C(NCc1ccc2c(c1)CCO2)c1ccccc1 | -4 | -1 | -3 | -5 | -8 | -3 | -41 | 1 |
| O=C(Nc1c(C(=O)Nc2cccc(Cl)c2)oc2ccccc12)c1ccc(F)cc1 | 7 | 9 | 5 | -18 | -3 | 0 | -2 | 6 |
| CN1C(=O)c2ccccc2C(=O)[C@@]2(C)CN(Cc3cccc4cccnc34)C[C@@H]12 | -51 | -7 | -11 | -163 | -33 | -38 | -91 | -7 |
| COCCN(C(=O)Cc1ccccc1)c1nc(-c2ccc(OC)cc2)cs1 | -19 | 2 | 1 | -56 | -2 | -8 | -15 | 5 |

Source: PubChem (Dana-Farber Cancer Institute and Novartis Institutes for BioMedical Research (Cambridge, Mass))
